IL-2 act = IL-2 activation; IL-2 activation reporter assay, cell-based qHTS; stimulated with anti-CD3/CD4/CD28 beads; in transgenic mouse T cells; activation, % (series mostly up to about 46 µM); hit rate 0.065% among 360,000; in the data active = activation above about 50%; inconclusive = mostly about 30% to 49%; also: 0% is about no effect
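Unstimulated transgenic mouse T cells, 750 per well, received compound and, after 60 minutes, anti-CD3/anti-CD4 bead plus anti-CD28 stimulation. EGFP and DsRed were quantified after 18 hours.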
PLK1 PBD block = inhibitors of human PLK1 polo-box domain binding | AID 720504 | Potency, µM, without a hit: max response, negative = inhibition, usual class: inhibitors | hit rate 2.8% among 360,000 | P53350 | Plk1 PBD binding of FITC phosphopeptide, fluorescence polarization; also: potency is read from the fitted curve at half-maximal effect; series mostly up to about 57 µM; % is scaled to controls: 0 for no effect and ±100 for the full control effect; nearly all actives have a fitted effect of over 65% in size
Target sequence (P53350 whole entry, looked up, the tested form may be a part): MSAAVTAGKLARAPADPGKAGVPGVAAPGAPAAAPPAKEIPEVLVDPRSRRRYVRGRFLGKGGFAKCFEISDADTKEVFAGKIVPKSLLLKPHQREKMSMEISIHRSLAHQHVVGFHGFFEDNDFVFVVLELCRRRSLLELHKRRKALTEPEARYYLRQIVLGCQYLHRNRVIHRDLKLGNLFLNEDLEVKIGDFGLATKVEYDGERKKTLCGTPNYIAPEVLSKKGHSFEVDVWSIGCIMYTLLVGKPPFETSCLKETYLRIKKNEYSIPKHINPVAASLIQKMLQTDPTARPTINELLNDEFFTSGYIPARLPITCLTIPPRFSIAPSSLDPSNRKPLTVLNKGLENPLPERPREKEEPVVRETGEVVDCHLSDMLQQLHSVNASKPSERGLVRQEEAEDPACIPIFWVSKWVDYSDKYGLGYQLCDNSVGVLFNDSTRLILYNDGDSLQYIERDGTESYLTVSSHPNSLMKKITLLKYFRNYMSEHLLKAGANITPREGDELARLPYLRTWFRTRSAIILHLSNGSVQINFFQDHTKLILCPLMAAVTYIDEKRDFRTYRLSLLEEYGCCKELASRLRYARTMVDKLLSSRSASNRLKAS
EPAC1 agonist = activates human EPAC1 exchange factor. EPAC1 agonist qHTS, biochemical assay; response scale: 100% = response to 6.5 mM cAMP. hit rate 0.073% among 360,000. O95398. Potency, µM (doses to about 154 µM), inactives show at the highest dose activation, actives largely listed as activators; also: potency is read from the fitted curve at half-maximal effect; nearly all actives have a fitted effect of over 60% in size
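Normalized to 6.5 mM cAMP, activity reflects EPAC1-catalysed release of BODIPY-GDP from Rap1B, followed kinetically over 30 min at 480 nm excitation, 540 nm emission. Reaction contained 100 nM EPAC1, 250 nM Rap1B-BODIPY-GDP, 50 uM GDP.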
PTHR1 agonist = PTHR1 (human) receptor agonism; hit rate 0.075% among 410,000; Potency, µM (titrated, usually from 115 µM), inactives show at the top dose activation, most hits filed as activators; Q03431; HEK293 GP2 PTHR1 cells, GloSensor cAMP luminescence, 1 h; also: potency is read from the fitted curve at half-maximal effect; nearly all actives have a fitted effect of over 55% in size; some results filed as inactive show a strong effect at the top dose; inactives centre near -15; many of its hits are not listed in these tables
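HEK-293-derived GP2 cells expressing PTHR1 and a GloSensor cAMP reporter, 3,000/well, plated overnight, given luciferin plus IBMX (each 0.5 mM as added) for 1 h at 37 °C, then compound for 1 h at 37 °C. Luminescence was read after 15 min at room temperature.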
PI5P4Ka inh = inhibitors of human PI5P4K alpha; P48426; PI5P4Kalpha enzyme, ADP-Glo luminescence, 60 min; stronger effect = lower value; max response, %; hit rate 1.2% among 330,000; active = max response of -50% or lower; inconclusive = between -30% and -50%; inactive = -30% or higher; also: value at the top dose of about 77 µM; % is scaled to controls: 0 for no effect and ±100 for the full control effect
Target sequence (P48426 whole entry, looked up): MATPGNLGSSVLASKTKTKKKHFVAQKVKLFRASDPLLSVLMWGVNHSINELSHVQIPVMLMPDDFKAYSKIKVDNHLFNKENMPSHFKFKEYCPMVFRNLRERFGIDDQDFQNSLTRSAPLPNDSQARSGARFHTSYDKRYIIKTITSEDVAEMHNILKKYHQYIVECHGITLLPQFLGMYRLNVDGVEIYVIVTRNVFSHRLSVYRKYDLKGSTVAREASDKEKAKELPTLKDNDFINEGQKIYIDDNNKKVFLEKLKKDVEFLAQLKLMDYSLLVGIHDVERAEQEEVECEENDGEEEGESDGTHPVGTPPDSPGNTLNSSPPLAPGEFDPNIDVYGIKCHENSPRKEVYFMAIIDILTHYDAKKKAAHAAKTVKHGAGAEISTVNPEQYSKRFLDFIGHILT
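Compounds were pin-transferred onto PI5P4Kalpha and substrate in HEPES pH 7.4 buffer with EGTA, CHAPS and 5% DMSO. ATP (5 microM final) started the reaction, which ran 60 minutes at room temperature before ADP-Glo detection.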
GLP1R inv ag = inverse agonists of human GLP-1 receptor. HEK293 GLP-1R CRE-luciferase, luminescence, 24 h; GLP-1R form is constitutively active. hit rate 1.6% among 410,000. P43220. Potency, µM (series often up to 38.3 µM), without a hit: at the highest dose activity change, negative = inhibition, hits mostly inhibitors; also: potency is read from the fitted curve at half-maximal effect; % is scaled to controls: 0 for no effect and ±100 for the full control effect; nearly all actives have a fitted effect of over 55% in size
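qHTS in 1536-well format: reporter HEK293 cells expressing constitutive GLP-1R activity in DMEM + 10% Nu serum, 24 hr with compounds at 37 deg C, luminescence read after 12 min with detection reagent.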
GLP-1R agonist = agonists of human GLP-1 receptor; P43220; HEK293 GLP-1R CRE-luciferase, luminescence, 4-6 h; cells express a hypersensitive GLP-1R form; Potency, µM (series often up to 45.6 µM), inactives show at the top dose activation, actives largely listed as activators; hit rate 0.007% among 380,000; AID 624172; also: potency is read from the fitted curve at half-maximal effect; % of control where 0% means no effect
EPAC1 antagonist = antagonists of human EPAC1; O95398; EPAC1 GEF assay, Rap1b-BODIPY-GDP exchange fluorescence; hit rate 0.14% among 360,000; Potency, µM (top dose mostly 115 µM), for the others: at the top dose activity change, negative = inhibition, actives largely listed as inhibitors;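 also: potency is read from the fitted curve at half-maximal effect; plate controls were vehicle for no effect and positive control for full effect; nearly all actives have a fitted effect of over 50% in size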
GLP1R cytotox = cytotoxicity counter-screen for GLP-1 receptor inverse agonists; HEK293 cAMP-luciferase reporter cells, luminescence, 24 h; Potency, µM (highest dose often 38.3 µM), without a hit: at the top dose activity change, negative = inhibition, most hits filed as inhibitors; hit rate 0.13% among 410,000; AID 624418;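 also: loss of luciferase light is scored as toxicity; potency is read from the fitted curve at half-maximal effect; % is scaled to controls: 0 for no effect and ±100 for the full control effect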
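Here, cytotoxicity is scored as loss of luminescence. The MLSMR collection was tested on cells seeded in medium containing 10% Nu serum, with a 24 hr compound exposure preceded by 12 hours of culture.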
The depositor's hits bear a star; i = inactive; ? = inconclusive; . = no result given; [ ] = another dose, or the depositor's remark. Unless noted, calls follow the shape of the dose curve; as a rule, active = well fitted curve in the direction sought with a large enough effect; inconclusive = small, poorly fitted or top-dose-only effect, or another doubt; inactive = no such curve, though single readings can be large; an effect the other way counts as inactive or inconclusive. This is a subset; the hit share may differ from the screen's.

SMILES	IL-2 act	PLK1 PBD block	EPAC1 agonist	PTHR1 agonist	PI5P4Ka inh	GLP1R inv ag	GLP-1R agonist	EPAC1 antagonist	GLP1R cytotox
COc1cc(NC(=O)CN(c2ccc(C)cc2)S(=O)(=O)c2c(C)nn(C)c2C)cc(OC)c1	-2.9	-7%	12%	-3%	.	-24%	22%	-17%	-13%
O=C(CSCc1c(Cl)cccc1Cl)Nc1ccc2c(c1)OCO2	0.7	-19%	26%	-34%[inhibitor]	-6	?	5%	2%	-2%
C[C@@H]1CN([C@@H](C)CO)C(=O)c2cc(NC(=O)CCN3CCOCC3)ccc2O[C@@H]1CN(C)C(=O)Nc1ccccc1	-0.2	-5%	-6%	i	-2	5%	13%	-7%	-1%
O=C(NCC(c1ccc(F)cc1)N1CCOCC1)c1cccnc1Sc1ccccc1Cl (stereo not drawn)	0.7	-7%	-1%	5%	8	20%	16%	14%	-1%
CCOC(=O)N1CCN(C(=O)Cn2nc(C)n3nc(-c4ccc(CC)cc4)cc3c2=O)CC1	-0.5	1%	3%	-11%	2	3%	-2%	4%	-29%
O=C(NCC(=O)N1CCN(C/C=C/c2ccccc2)CC1)c1ccc(Br)cc1	-0.6	-8%	-7%	-32%[inhibitor]	-7	?	6%	8%	-13%
Nc1nnc(CCN2C(=O)CSC2=O)s1	0.9	-17%	5%	-25%[57.5 µM]	.	20%	-1%	-8%	4%
CCCn1ncc(C(=O)N(C)C2CCCN(Cc3ccccc3F)C2)c1C (stereo not drawn)	-2.4	?	10%	i	-3	5%	7%	6%	0%
Nc1nc(SCc2ccccc2)cc(SCc2ccccc2)n1	0.3	-13%	14%	-40%[inhibitor]	21	?	?	1%	-4%
Cc1ccc2cc(CCNC(=O)C(C)(C)C)c(=O)[nH]c2c1	-3.3	-2%	-20%	-33%[inhibitor]	2	-15%	0%	0%	-8%
CN1CCCCC1=NCCCn1cnc2c1c(=O)n(C)c(=O)n2C	-1.3	-2%	2%	i	.	1%	-3%	-6%	9%
CC1(CC(=O)N/N=C/c2cc([N+](=O)[O-])c(O)cc2O)OCCO1	-0.9	9.5µM*	3%	i	-64*	?	0%	-14%	?
Cc1ccc(C(=O)NCc2ccco2)cc1S(=O)(=O)N1CCCC1	-3.5	-15%	9%	-24%	-6	8%	3%	-4%	-4%
CCCS(=O)(=O)NC(=O)C1(C)CCN(C(=O)c2c(-c3ccccc3)noc2C)C1 (stereo not drawn)	0.5	-6%	2%	-3%	3	27%	3%	6%	-11%
OCc1nc2ccccc2n1CC(O)COc1ccccc1 (stereo not drawn)	-0.6	3%	3%	-42%[inhibitor]	0	1%	-4%	0%	-2%
Cc1ccc(S(=O)(=O)NCCNC(=O)c2ccccc2)cc1	0.3	-7%	4%	-1%[57.5 µM]	0	17%	2%	-3%	19%
CCN(CCCNC(=O)C1CCC(=O)N1C1CCCC1)c1cccc(C)c1 (stereo not drawn)	0.2	-9%	-6%	i	-5	-6%	1%	-2%	-1%
CCc1nc2ccc(C(=O)NCCOc3ccc(OC)cc3)cn2c1N(CC)Cc1cccc(Br)c1	-0.9	-10%	-5%	i	5	?	5%	-6%	-5%
CCCCCC(=O)NC(=S)NNC(=O)CC	-2.2	-7%	2%	i	.	5%	-6%	12%	-11%
CC(C)(C)NS(=O)(=O)c1ccc(-c2csnn2)s1	-3.2	-11%	-10%	0%	-3	3%	5%	26%	-11%
O=C(NCC(=O)N1CCOCC1)c1ccc(Br)o1	0.5	-8%	-7%	?	0	1%	-10%	-15%	9%
CN(CCCCN1CCOCC1)Cc1nc(-c2ccc3c(c2)OCO3)no1	-2.5	-9%	-6%	i	1	-12%	8%	-11%	15%
Cc1cccc(NC(=O)N2CCCc3ccccc32)c1C	0.8	3%	-15%	i	4	-6%	7%	-27%	0%
CC(C)CC(=O)NC(=S)Nc1ccc(NC(=O)c2cccs2)cc1	-0.3	-8%	0%	-10%	1	4%	6%	-8%	-13%
CCOC(=O)c1c(C)[nH]c(C(=O)N2CCc3cc(OC)c(OC)cc3C2)c1C	-2.9	-3%	-1%	-24%	8	15%	?	-1%	5%
Cc1ccnc(NC(=O)/C=C/c2cccs2)c1	-2.5	2%	-10%	-24%	-4	?	1%	18%	-14%
COc1ccccc1NC(=O)CNc1ccc(F)c(Cl)c1	1.0	-1%	0%	-3%	19	?	3%	-5%	-8%
COc1ccc(Cl)cc1C(=O)NC(C)C	1.4	-13%	10%	i	4	8%	7%	4%	5%
C=C1CC2C=C(NC(C)=O)CC(C1)C2 (stereo not drawn)	-0.3	-2%	-9%	-9%[57.5 µM]	.	6%	-12%	2%	1%
CCO[C@H]1OC(C(=O)NC2CC2)=C[C@@H](c2csc3ccccc23)[C@@H]1CCCO	-0.2	-8%	-5%	-6%	2	-1%	-7%	1%	-12%
COc1ccc(N/C(N)=N/c2nc(C)cc(C)n2)cc1	-1.7	-3%	4%	i	-22	-1%	11%	2%	-1%
C=CCn1c(COc2ccccc2F)nnc1SCC(=O)c1c[nH]c2ccccc12	-2.6	-2%	-9%	-4%	9	?	3%	5%	-11%
O=C(NCc1nnc2c3ccccc3c(-c3ccccc3)nn12)c1ccc(Cl)cc1	-4.6	-7%	8%	-11%	?	-23%	7%	0%	-7%
O=C(CNC(=O)c1ccco1)NCC(=O)OC(C(=O)c1ccccc1)c1ccc(Cl)cc1 (stereo not drawn)	1.7	-9%	1%	i	-30	-24%	0%	4%	-10%
CC(CNC(=O)CN1C(=O)NC2(CCCCC2C)C1=O)c1ccccc1 (stereo not drawn)	1.2	-2%	9%	-5%	4	5%	-5%	-10%	4%
Cc1cn([C@H]2C[C@H](O)[C@@H](CCC(=O)NCc3ccco3)O2)c(=O)[nH]c1=O	1.6	-12%	0%	-10%	6	5%	-3%	-1%	2%
CCN1CCN(C(=O)C(C)Nc2cc(Cl)c(OC)cc2OC)CC1 (stereo not drawn)	-4.5	-6%	-3%	-13%	-6	7%	5%	-6%	9%
CCN(CC(=O)Nc1ccccc1C(F)(F)F)C(=O)c1cccc(N2C(=O)CCC2=O)c1	-2.0	-6%	8%	i	0	21%	-15%	-9%	23%
Cn1c2c(c3ccccc31)CCN(CCCCN1CCN(c3ccccc3)CC1)C2=O	-0.9	-7%	0%	i	12	?	4%	-14%	-20%
O=C(Nc1ccc(F)cc1F)c1c(C(F)(F)F)ccnc1Oc1ccccc1	-0.4	-12%	7%	-5%	0	3%	9%	10%	-2%

Copied from above (ten entries):
SMILES	IL-2 act	PLK1 PBD block	EPAC1 agonist	PTHR1 agonist	PI5P4Ka inh	GLP1R inv ag	GLP-1R agonist	EPAC1 antagonist	GLP1R cytotox
COc1ccc(N/C(N)=N/c2nc(C)cc(C)n2)cc1	-1.7	-3%	4%	i	-22	-1%	11%	2%	-1%
C=CCn1c(COc2ccccc2F)nnc1SCC(=O)c1c[nH]c2ccccc12	-2.6	-2%	-9%	-4%	9	?	3%	5%	-11%
O=C(NCc1nnc2c3ccccc3c(-c3ccccc3)nn12)c1ccc(Cl)cc1	-4.6	-7%	8%	-11%	?	-23%	7%	0%	-7%
O=C(CNC(=O)c1ccco1)NCC(=O)OC(C(=O)c1ccccc1)c1ccc(Cl)cc1 (stereo not drawn)	1.7	-9%	1%	i	-30	-24%	0%	4%	-10%
CC(CNC(=O)CN1C(=O)NC2(CCCCC2C)C1=O)c1ccccc1 (stereo not drawn)	1.2	-2%	9%	-5%	4	5%	-5%	-10%	4%
Cc1cn([C@H]2C[C@H](O)[C@@H](CCC(=O)NCc3ccco3)O2)c(=O)[nH]c1=O	1.6	-12%	0%	-10%	6	5%	-3%	-1%	2%
CCN1CCN(C(=O)C(C)Nc2cc(Cl)c(OC)cc2OC)CC1 (stereo not drawn)	-4.5	-6%	-3%	-13%	-6	7%	5%	-6%	9%
CCN(CC(=O)Nc1ccccc1C(F)(F)F)C(=O)c1cccc(N2C(=O)CCC2=O)c1	-2.0	-6%	8%	i	0	21%	-15%	-9%	23%
Cn1c2c(c3ccccc31)CCN(CCCCN1CCN(c3ccccc3)CC1)C2=O	-0.9	-7%	0%	i	12	?	4%	-14%	-20%
O=C(Nc1ccc(F)cc1F)c1c(C(F)(F)F)ccnc1Oc1ccccc1	-0.4	-12%	7%	-5%	0	3%	9%	10%	-2%

(further entries)
SMILES	IL-2 act	PLK1 PBD block	EPAC1 agonist	PTHR1 agonist	PI5P4Ka inh	GLP1R inv ag	GLP-1R agonist	EPAC1 antagonist	GLP1R cytotox
COc1cc(CCC(=O)OCC(=O)Nc2ccccc2OC(F)F)cc(OC)c1OC	1.2	-8%	-7%	0%	3	-16%	8%	-2%	-2%
O=C(CNC(=O)c1ccco1)Nc1ccc(Br)cc1	-1.2	0%	7%	i	3	48%	-2%	15%	8%
O=C(Cc1ccc(Cl)cc1)Nc1ccc(NC(=O)c2cccs2)cc1	1.9	-9%	3%	-41%	-9	-10%	1%	1%	-9%
Cc1cc([N+](=O)[O-])c(NCCCCCCO)c([N+](=O)[O-])c1	-1.7	-2%	3%	-23%[57.5 µM]	.	0%	27%	-2%	-24%
CCOc1cc(/C=C2\SC(=N)N(c3nonc3N)C2=O)ccc1OCC(N)=O	0.6	-4%	2%	i	-9	16%	-5%	0%	-8%
COc1ccc(N(C(=O)c2ccc(S(=O)(=O)N3CCOCC3)cc2)C2C=CS(=O)(=O)C2)cc1 (stereo not drawn)	0.9	-7%	8%	i	.	0%	7%	-12%	-7%

Bioassay records (PubChem)
